APP transl inh – inhibitors of APP translation via 5'UTR reporter, primary screen, APP 5'UTR luciferase, SH-SY5Y cells | SH-SY5Y APP 5'UTR-luciferase reporter, luminescence | inhibition, % at 2 µM | 190,000 compounds, 0.82% hits | AID 1285, 2008;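 active means inhibition above a set limit, derived from the sample mean plus 3 SD, cut at about 45% in these data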; further: values of inactives mirror those of a sister screen read the other way
NF-kB neuron act – activators of NF-kB expression in neurons, primary screen, cell-based, HTS; AID 1239, 2008; 190,000 compounds, 1.6% hits; human neuronal cells, NF-kB reporter expression; stronger effect = higher value; fold change at 12.5 µM; in the data active means fold change above about 3.3
TLR4 MyD88 comp – inhibitors of TLR4-MyD88 association in cells, primary screen, cell-based, HeLa CL3-4, BLA complementation, FRET ratio; Toll-like receptor 4 (Homo sapiens) + Myeloid differentiation primary response protein …; HeLa CL3-4 TLR4/MyD88 BLA complementation; inhibition, % at 8.4 µM; 200,000 compounds, 0.18% hits; in the data active means inhibition above about 25%;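 further: 0% = vehicle and 100% = reference inhibitor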
Diaphorase act – compounds boosting diaphorase resazurin reduction – biochemical, uHTS, resorufin fluorescence, counter-screen for diaphorase-coupled primary assays, primary screen; Diaphorase/resazurin coupled assay, 16 min; stronger effect = higher value; 1 = vehicle wells, 0 = NADH-free wells; AID 1229, 2008; 190,000 compounds, 0.005% hits; activation factor at 20 µM;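 active means diaphorase activity raised at least twofold by the compound at 20 µM; inactive means activation factor below 2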
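Material: purified diaphorase enzyme from Clostridium kluyveri / Medium: HEPES pH 7.4 buffer with MgCl2 and Tween 20 / Schedule: enzyme reaction of 16 min at room temperature / Measured by: resorufin fluorescence, excitation 544 nm, emission 590 nm / Evaluation: rise in resorufin formation, marking diaphorase activation or chemical reduction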
G6PDH CS – L. mesenteroides G6PDH inhibitors, counter-screen for G6PDH-coupled screening assays, biochemical, Leuconostoc mesenteroides enzyme; Purified L. mesenteroides G6PDH, diaphorase/resazurin coupled fluorescence, 45 min; glucose-6-phosphate dehydrogenase [Leuconostoc mesenteroides]; inhibition, % at 5 µM; 200,000 compounds, 0.12% hits; in the data active means inhibition above about 50%
FLuc stim CS – FLuc activators, initial screening, artefact control for FLuc-dependent activation tests, biochemical, ATPlite luminescence; Luciferin 4-monooxygenase (Photinus pyralis), P08659; ATPlite luciferase biochemical, 10 min; 0 = ATP-free wells, 1 = DMSO control; activation factor at 10 µM; 200,000 tested, under 10 active;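 active means luciferase activation factor, scaled between plate controls, of at least 2 with compound at 10 µM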
Target sequence (P08659 whole entry, looked up): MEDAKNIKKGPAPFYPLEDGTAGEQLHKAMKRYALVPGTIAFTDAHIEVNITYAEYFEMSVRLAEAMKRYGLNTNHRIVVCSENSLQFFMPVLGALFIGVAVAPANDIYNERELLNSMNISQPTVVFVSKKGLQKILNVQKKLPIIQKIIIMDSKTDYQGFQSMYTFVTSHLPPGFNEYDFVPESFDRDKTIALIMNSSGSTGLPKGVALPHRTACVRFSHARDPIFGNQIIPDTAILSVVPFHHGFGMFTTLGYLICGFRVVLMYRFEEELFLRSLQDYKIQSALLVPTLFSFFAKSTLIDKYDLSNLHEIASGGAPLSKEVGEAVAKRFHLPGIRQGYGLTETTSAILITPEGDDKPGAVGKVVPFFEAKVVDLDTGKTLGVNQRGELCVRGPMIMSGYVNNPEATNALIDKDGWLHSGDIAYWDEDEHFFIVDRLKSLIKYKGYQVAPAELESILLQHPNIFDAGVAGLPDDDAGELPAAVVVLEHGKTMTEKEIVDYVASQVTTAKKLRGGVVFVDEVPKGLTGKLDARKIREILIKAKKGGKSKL
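test system = cell-free luciferase reagent | medium = PBS as buffer for the ATP substrate | dosing = test compounds dosed from 2 mM stocks in 100% DMSO | incubation = 10 min at ambient temperature | detection = luminescence measurement of luciferase light output | benchmarks = low control with PBS replacing ATP, high control enzyme plus ATP without compound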
Diaph inh CS – diaphorase inhibitors and chemical oxidizers, primary screen, counter-screen for diaphorase-coupled primary assays, biochemical, uHTS, resorufin fluorescence; diaphorase resazurin-to-resorufin fluorescence, NADH, 16 min; bacterial (C. kluyveri) enzyme, not human; 190,000 compounds, 0.69% hits; inhibition, % at 20 µM;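 active means primary screen inhibition at 20 µM above a set limit, cut at about 50% in these data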;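 further: plate controls were DMSO with full reaction for no effect and wells lacking NADH for full effect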
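Assay system: diaphorase enzyme from Clostridium kluyveri. Quantity: enzyme working solution with 0.14 U/mL diaphorase. Schedule: reaction incubation of 16 min at room temperature. Technique: resorufin fluorescence, excitation 544 nm, emission 590 nm. Controls: No-NADH positive control and DMSO neutral control.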
FLuc inh counter – firefly luciferase enzyme inhibitors, primary screen, artefact control for luciferase-based inhibitor screens, biochemical, luminescence, ATPLite; Luciferin 4-monooxygenase (Photinus pyralis), P08659; 10 min; inhibition, % at 10 µM; 200,000 compounds, 1.5% hits; AID 1006, 2008;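 active means inhibition above about 50% when tested at 10 µM, limit read from the data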
STAT1 act – STAT1 signaling activators, primary screen, cell-based, HTS, luciferase reporter; NIH 3T3 STAT1-luciferase reporter, IFN-gamma, luminescence; 100% = IFN-gamma alone, no compound; activation (% of control), % at 5.5 µM; 200,000 compounds, 2.6% hits;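 active means activation above the screen-wide mean activation plus 3 SD, cut at about 130% in these data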;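 further: raw ratio to IFN-gamma control signal so 100% means no change and 0% no light; values of inactives mirror those of a sister screen read the other way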
APP 5'UTR act – activators of APP 5'UTR luciferase reporter, primary screen, SH-SY5Y cells | SH-SY5Y APP 5'UTR luciferase reporter, luminescence; zero percent = DMSO vehicle wells | activation, % at 2 µM | 190,000 compounds, 1% hits;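 active means activation above a set limit, based on mean plus 3 SD of controls, cut at about 140% in these data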; further: values of inactives mirror those of a sister screen read the other way
* hit, by the source's call.

SMILES | APP transl inh | NF-kB neuron act | TLR4 MyD88 comp | Diaphorase act | G6PDH CS | FLuc stim CS | Diaph inh CS | FLuc inh counter | STAT1 act | APP 5'UTR act
CCCCCCNCc1c(F)cccc1Cl | 40 | 0.94 | -8 | 0.8 | 5 | 1 | 19 | -2 | 103 | -40
Nc1ccnc(Oc2ccc(F)cc2)c1 | -1 | 1.9 | 6 | 1 | 10 | 1.1 | 3 | -6 | 110 | 1
COc1cc(NC(=O)Nc2cccc(Cl)c2)c(OC)cc1NC(=O)CN1CCCCC1 | 0 | 0.6 | -7 | 0.7 | -57 | 1.1 | 30 | -10 | 106 | 0
Cc1cc(C)c(NC(=O)COc2nc3ccccc3nc2C)c(C)c1 | 3 | 0.86 | -6 | 1 | 1 | 1 | 3 | -2 | 105 | -3
COc1ccc(CN2CCN(S(=O)(=O)c3ccc(F)cc3)CC2)c(OC)c1OC | -5 | 1 | -4 | 0.9 | 9 | 1.1 | 10 | -7 | 93 | 5
O=C(NNC(=O)c1cccc(O)c1)Nc1ccc([N+](=O)[O-])cc1 | -12 | 0.96 | 0 | 0.8 | 10 | 1 | 15 | -3 | 95 | 12
CN(C)S(=O)(=O)Oc1ccc(C(=O)Nc2cccc(C(F)(F)F)c2)cc1 | -26 | 0.91 | 12 | 0.8 | -3 | 1 | 24 | 0 | 87 | 26
Cc1ccc(Cl)c(NC(=O)CN2CCNC(=O)C2)c1Cl | -14 | 1.3 | 0 | 0.8 | 2 | 1 | 21 | -4 | 101 | 14
CC(C)c1nccn1S(=O)(=O)c1cc([N+](=O)[O-])ccc1Cl | 0 | 1.7 | -9 | 1 | -4 | 1 | 5 | -4 | 95 | 0
CS(=O)(=O)N1CCc2cc(C(=O)N3CCOCC3)ccc21 | 43 | 1.1 | 4 | 0.8 | -6 | 1.1 | 16 | -7 | 108 | -43
COc1cccc(C(=O)Nc2nc(-c3ccc(S(=O)(=O)N4CCOCC4)cc3)cs2)c1 | 3 | 0.19 | 10 | 1 | -27 | 1 | 1 | -4 | 55 | -3
Cc1ccc(SCC(=O)c2c(C)nc3ccccn23)cc1 | -29 | 1.3 | -6 | 1.1 | -2 | 1 | -9 | 4 | 102 | 29
NNC(=O)CSCc1ccc(Cl)cc1Cl | -16 | 1.2 | -2 | 0.9 | 10 | 1.1 | 12 | -7 | 94 | 16
COC(=O)[C@H]1Cc2cnoc2C[C@]1(C)C(=O)O | 3 | 0.93 | -8 | 0.9 | -2 | 1.1 | 12 | -7 | 106 | -3
O=C(NCc1ccccc1F)C1CCCN1C(=O)NCc1ccccc1 (stereo not drawn) | 4 | 1.1 | 2 | 0.9 | 2 | 1.1 | 11 | -6 | 94 | -4
O=S(=O)(c1ccc(F)cc1)N1CC2CCCN2c2ccc(C(F)(F)F)cc21 (stereo not drawn) | -8 | 0.65 | 11 | 0.9 | 1 | 1 | 9 | -5 | 94 | 8
CCOc1ccc(N2CC(C(=O)NCCc3ccc(OC)c(OC)c3)CC2=O)cc1 (stereo not drawn) | 6 | 1 | 11 | 1 | 3 | 1 | 1 | -5 | 96 | -6
N#C/C(=C(/O)CN1CCOCC1)c1nc2ccccc2s1 | -12 | 1.4 | 3 | 0.9 | 5 | 1 | 11 | 2 | 94 | 13
Cc1nc(/C=C/c2ccccc2)[nH]c(=O)c1-c1ccccc1 | -76 | 1.6 | 1 | 0.9 | -9 | 0.9 | 9 | 7 | 129* | 77
CC(=O)NS(=O)(=O)c1ccc(NC(=O)c2cc(-c3ccc(C)c(C)c3)nc3ccccc23)cc1 | 4 | 1.5 | 0 | 1 | 6 | 0.8 | 1 | 18 | 86 | -4
CNC(=S)NNC(=O)CNc1ccc(C)c(Cl)c1 | 2 | 1.1 | -2 | 1 | 14 | 1 | -4 | -4 | 102 | -2
CCC(C)NC(=O)c1ccccc1NC(=O)c1ccc(CSc2ccccc2)cc1 (stereo not drawn) | -2 | 1.4 | 5 | 1 | -1 | 1.1 | -1 | -5 | 101 | 2
CCOc1cc(-c2c(C#N)c(N)nc3c2CCCC3)ccc1O | -2 | 0.88 | 9 | 0.7 | 2 | 1 | 27 | -4 | 90 | 3
Cc1nnc(SCc2ccccc2F)n1NCc1cccs1 | -5 | 1.2 | -2 | 0.9 | 9 | 1.1 | 13 | -7 | 105 | 5
O=C(CC(c1ccccc1)(c1ccccc1)c1ccccc1)N[C@@H](Cc1ccccc1)C(=O)O | -13 | 1.2 | -4 | 0.8 | 4 | 1 | 22 | -4 | 101 | 13
COc1cccc(-n2c(SCC(N)=O)nc3ccccc3c2=O)c1 | 4 | 1.1 | 11 | 0.9 | 0 | 1.1 | 12 | -7 | 92 | -4
CN1C(=O)c2ccc(NC(=O)CCS(=O)(=O)c3ccccc3)cc2C1=O | -39 | 1.1 | -6 | 0.8 | 2 | 1 | 15 | 0 | 108 | 39
N#Cc1c(N)oc(-c2ccccc2)c1-c1ccccc1 | 5 | 1.2 | -6 | 0.7 | 4 | 1 | 31 | -1 | 105 | -5
CC1CN(S(=O)(=O)c2ccc(NC(=O)c3cc(-c4ccccc4O)n[nH]3)cc2)CC(C)O1 (stereo not drawn) | 7 | 0.82 | 11 | 0.7 | 13 | 1.1 | 31 | -6 | 95 | -7
COc1ccc(-c2nn3cnnc3s2)cc1OC | 0 | 1.1 | -3 | 0.9 | 0 | 1.1 | 5 | -8 | 110 | 0
Cn1c(=O)c2[nH]c(-c3ccccc3O)nc2n(C)c1=O | -2 | 0.92 | 2 | 0.7 | -35 | 1 | 32 | -2 | 94 | 3
COCCOC(=O)c1c(C)oc2ccc(OCC=C(C)C)cc12 | 15 | 1.1 | -12 | 1 | 4 | 1 | 5 | -3 | 99 | -15
COCCCNC(=O)CCc1nc(-c2ccccc2Cl)no1 | -4 | 0.94 | 3 | 0.9 | -7 | 1 | 11 | -2 | 100 | 4
O=C(NCCO)C1(c2ccccc2)CCCC1 | 14 | 0.9 | -4 | 0.9 | 5 | 1.1 | 12 | -6 | 94 | -14
O=C(CSc1nnc(Cc2cc(=O)[nH]c(=O)[nH]2)n1-c1ccccc1)N1CCCc2ccccc21 | 2 | 0.98 | 3 | 0.9 | 3 | 1 | 12 | -1 | 97 | -2
CC1=NC(C(F)(F)F)(C(F)(F)F)C2=C(CC(C)(C)CC2=O)N1Cc1ccco1 | -21 | 0.99 | 1 | 0.8 | -6 | 1 | 15 | -5 | 98 | 21
CC(=O)c1cn(CCC(C)C)c(=O)[nH]c1=O | -7 | 1 | -6 | 1 | -11 | 1.1 | 2 | -9 | 104 | 7
Cc1ccc(Sc2ncnc(N)c2[N+](=O)[O-])cc1 | -4 | 1.3 | -4 | 1 | -6 | 1.1 | 1 | -7 | 98 | 3
CCc1nnc(NC(=O)c2sc3nc4cc(C)ccc4cc3c2N)s1 | -12 | 1.2 | -4 | 0.7 | 0 | 1 | 32 | 5 | 104 | 12
CCOC(=O)c1nnn(-c2nonc2N)c1CNc1ccccc1 | -26 | 1 | 1 | 0.9 | 13 | 1.1 | 12 | -5 | 95 | 26
CCOC(=O)c1c(C)nc2cc(C)cc(C)n12 | -12 | 0.98 | -5 | 1 | 2 | 1 | -3 | 1 | 109 | 12
Cc1cccc(/C(N)=N/OC(=O)CCCN2C(=O)c3ccccc3C2=O)c1 | 14 | 1.5 | -1 | 0.8 | 0 | 1 | 15 | -4 | 98 | -14
C=CCn1cnc2c(c1=O)c1nc3ccccc3nc1n2/N=C/c1cc(OC)c(OC)c(OC)c1 | -3 | 0.57 | -2 | 0.7 | 7 | 1 | 32 | -2 | 102 | 3
O=C(CSc1n[nH]c(-c2ccccc2)n1)Nc1ccc(N2CCOCC2)cc1 | -15 | 1.5 | -6 | 0.7 | 4 | 1 | 33 | -1 | 101 | 15
O=C(Nc1ccncc1)c1ccccc1-c1ccccc1 | 6 | 1 | -3 | 0.8 | -1 | 1.1 | 22 | -7 | 92 | -6
O=C(NCCN1CCOCC1)C1CC(=O)N(c2ccc(F)c(Cl)c2)C1 (stereo not drawn) | -28 | 1.1 | -10 | 1 | -12 | 1 | 4 | 0 | 92 | 28
CCn1c(COc2cccc(C)c2)nnc1SCC(=O)Nc1cccc(C(=O)O)c1 | -23 | 1 | -18 | 0.9 | 4 | 1 | 5 | -4 | 96 | 23
COC(=O)c1ccc(OC(=O)CCN2C(=O)C3CCCCC3C2=O)cc1 (stereo not drawn) | -14 | 1.2 | -10 | 0.9 | -10 | 1 | 10 | -4 | 91 | 14
O=C(COc1ccccc1)Nc1nnc(-c2ccccc2)o1 | -10 | 1.2 | -7 | 0.9 | -5 | 1 | 13 | -2 | 101 | 10
COc1cc(CN2CC(C)CC(C)C2)cc([N+](=O)[O-])c1O (stereo not drawn) | 7 | 1.1 | -7 | 0.9 | 3 | 1 | 10 | -3 | 93 | -7
CCOc1ccc(N(CC(=O)N2CCN(c3ccccc3)CC2)S(=O)(=O)c2c(C)noc2C)cc1 | -4 | 0.92 | 6 | 0.8 | 2 | 1.1 | 16 | -8 | 86 | 4
Cc1c(C(=O)Nc2ccc3c(c2)OCCO3)sc2nc(-c3ccccc3)cn12 | 10 | 0.34 | -21 | 0.8 | 7 | 1.1 | 18 | -6 | 69 | -11

Source: PubChem BioAssay (several laboratories)
